Bioassay records: PubChem, National Center for Advancing Translational Sciences (NCATS)
GRP78 ERSR act – ER stress response induction in glioma; hit rate 0.02% among 420,000; Potency, µM, for the others: at the highest dose activation, most hits filed as activators; U87-MG GRP78 promoter luciferase reporter, 16 h; further: potency means the concentration at half of the fitted maximal effect; series mostly up to about 76 µM; % of control where 0% means no effect; nearly all actives have a fitted effect of over 35% in size
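Stably transfected U87-MG glioma cells carrying a GRP78-based luciferase sensor; 16 h compound incubation. Luminescence end-point read 10 min after Bright-Glo addition at room temperature.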
D1 antag – human D1 dopamine receptor antagonism; HEK293 TREx D1 cells, calcium flux, dopamine EC80; hits give low values; P21728; hit rate 3.2% among 360,000; activity change, negative = inhibition, % at 10 µM; in the data active means activity change below about -30%; further: on the % scale 0 is the no-effect control and ±100 the full control effect
Target sequence (P21728 whole entry, looked up): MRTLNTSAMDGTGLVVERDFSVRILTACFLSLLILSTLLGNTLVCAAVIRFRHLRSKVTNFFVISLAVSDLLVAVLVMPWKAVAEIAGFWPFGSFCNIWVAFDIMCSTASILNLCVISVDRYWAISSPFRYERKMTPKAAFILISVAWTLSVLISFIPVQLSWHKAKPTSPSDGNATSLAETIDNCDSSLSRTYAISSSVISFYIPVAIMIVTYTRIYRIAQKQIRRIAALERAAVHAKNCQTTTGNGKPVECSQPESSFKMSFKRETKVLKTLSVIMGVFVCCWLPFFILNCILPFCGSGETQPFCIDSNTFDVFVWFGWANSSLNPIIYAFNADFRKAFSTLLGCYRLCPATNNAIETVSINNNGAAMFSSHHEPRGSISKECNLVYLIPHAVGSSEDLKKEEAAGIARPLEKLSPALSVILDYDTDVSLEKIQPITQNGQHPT
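Antagonism measured as reduced calcium response to an EC80 dopamine addition following 180 s compound pre-read; cells were inducible HEK293 Trex D1 plated overnight at 30 C, read kinetically at 1 cycle/sec.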
RXFP1 agonist – agonists of human relaxin receptor RXFP1. AID 2676. HEK293T-RXFP1 cAMP TR-FRET, 30 min; response scale: percent of porcine relaxin response, buffer zero. Q9HBX9. Potency, µM (top dose mostly 57.5 µM), without a hit: at the highest dose activation, hits mostly activators. hit rate 0.3% among 370,000; further: potency means the concentration at half of the fitted maximal effect; on the % scale 0 is the no-effect control and ±100 the full control effect; nearly all actives have a fitted effect of over 60% in size; many of its hits are not listed in these tables
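HEK293T cells stably expressing RXFP1 were pretreated with the PDE4 inhibitor Ro 20174, exposed to compounds for 30 min at 37C, lysed, and cAMP was read by TR-FRET. Data normalized to buffer (basal) and 29 nM porcine relaxin (100%).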
RXFP1 antag – antagonists of human relaxin receptor RXFP1; HEK293-RXFP1, relaxin-stimulated cAMP HTRF, 30 min; hits give low values; activity change, negative = inhibition, % at 57.5 µM; hit rate 0.59% among 350,000; AID 1259400;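 active means activity change of -60% or lower, but not beyond a set lower limit; inconclusive means change between -60% and -40%, or beyond the set limit; inactive means change above -40%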; further: on the % scale 0 is the no-effect control and ±100 the full control effect
D1 PAM – enhances dopamine response at the human D1 receptor. P21728. hit rate 0.036% among 360,000. potentiation, % at 10 µM. HEK293 TREx D1 cells, calcium flux, dopamine EC20 potentiation. AID 504651; in the data active means potentiation above about 30%; further: 0% is about no effect
D2 potentiator – positively modulates the human D2 dopamine receptor allosterically; P14416; HEK293 T-REx D2, calcium flux, EC20 dopamine potentiation; potentiation, % at 10 µM; hit rate 0.34% among 340,000;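 active means potentiation over 3 SD above the plate norm, cut at about 30% in these data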; further: 0% is about no effect
Target sequence (P14416 whole entry, looked up): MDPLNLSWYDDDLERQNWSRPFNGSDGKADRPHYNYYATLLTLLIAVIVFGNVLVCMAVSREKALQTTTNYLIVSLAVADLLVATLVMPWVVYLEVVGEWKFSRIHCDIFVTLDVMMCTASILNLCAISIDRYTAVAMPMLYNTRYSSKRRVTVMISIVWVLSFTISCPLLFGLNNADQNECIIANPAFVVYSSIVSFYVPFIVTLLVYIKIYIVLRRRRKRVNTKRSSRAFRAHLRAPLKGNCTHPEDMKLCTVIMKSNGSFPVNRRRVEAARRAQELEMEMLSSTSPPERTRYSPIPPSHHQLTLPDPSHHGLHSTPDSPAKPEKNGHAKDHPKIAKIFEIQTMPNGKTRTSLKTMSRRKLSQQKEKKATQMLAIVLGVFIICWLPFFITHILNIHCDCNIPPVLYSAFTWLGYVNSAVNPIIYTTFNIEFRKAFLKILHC
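Using a no-wash calcium dye in inducible, force-coupled HEK293 Trex cells expressing D2, we tracked fluorescence each second for 180 s after compound, then for 180 s after EC20 dopamine to detect augmented signalling.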
Vif-A3F inh – Vif-A3F binding inhibition; HeLa A3F-eYFP + Vif (tagged APOBEC3F with the HIV-1 protein that degrades it), YFP fluorescence increase; Potency, µM (highest dose often 46.1 µM), for inactives: at the top dose activity, negative = active; AID 602313; hit rate 0.2% among 390,000; further: potency means the concentration at half of the fitted maximal effect; % of control where 0% means no effect; nearly all actives have a fitted effect of over 65% in size
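HeLa cells stably expressing Vif plus C-terminally eYFP-tagged A3F were seeded, incubated overnight at 37 deg C, dosed with compound, incubated overnight again at 37 deg C. Yellow fluorescence (Ex 488/Em 500-530) reported blocked Vif-mediated A3F-eYFP degradation.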
D1 agonist – agonists of human D1 dopamine receptor | activation, % at 2 µM | hit rate 1% among 360,000 | AID 504660 | P21728 | HEK293 T-REx D1 cells, calcium flux, agonist mode; in the data active means activation above about 30%; further: 0% is about no effect
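Tetracycline-induced HEK293 TREx D1 cells, force-coupled to calcium signalling, were dye-loaded with a no-wash calcium kit. Compound was pin-added after a 10 s baseline. Fluorescence was read kinetically at 1 cycle/s for 180 s, with calcium rises flagged as agonism.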
Vif-A3G inh – blocks the Vif interaction with human APOBEC3G | Q9HC16 | HeLa A3G-eYFP + Vif (tagged APOBEC3G with the HIV-1 protein that degrades it), YFP fluorescence, overnight | hit rate 0.076% among 410,000 | AID 602310 | Potency, µM (highest dose often 46.1 µM), for the others: at the highest dose activity, negative = active, usual class: inhibitors;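 further: potency means the concentration at half of the fitted maximal effect; on the % scale 0 is the no-effect control and ±100 the full control effect; nearly all actives have a fitted effect of over 60% in size; hits raise eYFP signal because A3G escapes Vif-driven loss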
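HeLa cells stably expressing Vif and C-terminally eYFP-tagged A3G, seeded overnight at 37 deg C, then exposed to compound by pintool overnight at 37 deg C. Rise in yellow fluorescence (Ex 488/Em 500-530, Acumen) marks blocked Vif-driven A3G degradation.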
* = called active by the depositor; ? = inconclusive; nt = not tested or not shown; & = joins results of further samples. Unless noted, the call rests on the fitted dose curve; in most records, active means well fitted curve in the direction sought with a large enough effect; inconclusive means small, poorly fitted or top-dose-only effect, or another doubt; inactive means no such curve, though single readings can be large; an effect the other way counts as inactive or inconclusive.

SMILES	GRP78 ERSR act	D1 antag	RXFP1 agonist	RXFP1 antag	D1 PAM	D2 potentiator	Vif-A3F inh	D1 agonist	Vif-A3G inh
CC1(C(=O)N2CCN(C(=O)c3ccco3)CC2)CC1(Br)Br (stereo not given)	-4%	-7	0.1%	-1	-3	0	3%	2	3%
O=c1c(-c2ccc(Cl)cc2)cnc2n1CCS2	-1%	5	2.4%	-7	-2	3	3%	6	0%
CC(=O)c1c(C)oc2c1cc(NS(=O)(=O)c1ccc(Cl)c(C)c1)c1ccccc12	-1%	1	2.9%	-9	-2	-16	-2%	-1	1%
Cc1cc(S(=O)(=O)N2CCOCC2)ccc1F	-3%	27	1.0%	-4	-2	7	8%	1	1%
COc1cc(Nc2cc(C)nc3ncnn23)cc(OC)c1	1%	-5	0.6%	-2	4	5	0%	-2	0%
Cc1ccccc1CC(=O)N1CCN(C(=O)C2CCCO2)CC1 (stereo not given)	3%	0	0.3%	1	6	4	2%	-1	-1%
O=C1OC(Nc2ccc3c(c2)OCO3)c2ccccc21 (stereo not given)	-10%	-29	-2.1%	2	-3	-11	1%	1	?
O=C(NCc1ccc2c(c1)CCN2C(=O)c1ccc(Cl)cc1)c1cccc(F)c1	-4%	-4	1.8%	-1	-4	-19	1%	-1	3%
Cc1ccc(NC(=O)c2ccc(=O)n(CC(=O)Nc3c(C)cc(C)cc3C)n2)cc1	-2%&0%	5&-23	2.5%&3.2%	1&-17	2&-2	2&7	?	4&1	5%&3%
c1csc(-c2ccn[nH]2)c1	-1%	-10	-2.0%	-10	-7	-4	-8%	3	-3%
CC(C)c1ccc(S(=O)(=O)N2CCN(CC(=O)Nc3ccc4c(c3)OCO4)CC2)cc1	-4%	-30*	0.6%	-2	-6	-5	1%	6	-6%
CN(C)S(=O)(=O)N(CC(=O)NCCSc1ccccc1)c1ccccc1	-2%	0	5.5%	nt	-5	nt	-4%	-1	-2%

Some entries already given with just GRP78 ERSR act:
mol | GRP78 ERSR act
Cc1ccc(NC(=O)c2ccc(=O)n(CC(=O)Nc3c(C)cc(C)cc3C)n2)cc1 | -2%&0%
c1csc(-c2ccn[nH]2)c1 | -1%
CC(C)c1ccc(S(=O)(=O)N2CCN(CC(=O)Nc3ccc4c(c3)OCO4)CC2)cc1 | -4%

(further entries)
SMILES	GRP78 ERSR act	D1 antag	RXFP1 agonist	RXFP1 antag	D1 PAM	D2 potentiator	Vif-A3F inh	D1 agonist	Vif-A3G inh
COc1cccc(NC(=O)c2ccc(NC(C)=O)cc2)c1	3%	11	1.7%	-11	-2	1	0%	1	0%
O=C(NC1CCN(Cc2ccccc2)CC1)c1cn(-c2ccccc2)nc1-c1cccnc1	-5%	-22	-0.2%	-7	-10	0	-1%	0	2%
COc1cc(C=O)ccc1OCC(=O)N1CCCC1	-1%	-17	4.4%	0	-5	-1	1%	0	1%
OCCN(Cc1ccccc1)Cc1cccc(F)c1	0%	-7	-0.8%	-3	1	-4	0%	-1	2%
Cc1ccc(-c2cc(-c3ccc(F)cc3)c(C#N)c(N)n2)o1	-2%	-9	0.9%	-9	-3	2	-16%	5	-21%
CC(=O)Nc1ccc(C(=O)OCc2ccc(Cl)c(Cl)c2)cc1	6%	-19	-0.1%	0	-8	4	-2%	10	-5%
O=C(Nc1ccc(N2CCOCC2)c(Cl)c1)c1ccccc1F	4%	nt	-0.7%	-33	-3	17	0%	0	-2%
C/C(=N\O)C(=O)NCCN1CCCCC1	-4%	1	0.0%	4	0	-2	-5%	3	1%
Cc1ccc(S(=O)(=O)N/N=C/c2ccc(OCC(=O)N3CCOCC3)cc2)cc1	3%	-2	3.2%	3	0	-2	-13%	1	-5%
COc1ccc(C(=O)OCC(=O)c2ccc3c(c2)NC(=O)CO3)cc1[N+](=O)[O-]	-4%	nt	nt	-10	nt	nt	2%	nt	1%
Cc1cc(C(=O)COC(=O)c2ccc(Cl)c(S(N)(=O)=O)c2)c(C)n1CC1CCCO1 (stereo not given)	-7%	0	0.2%	-2	-9	17	3%	10	0%
CC1CCN(S(=O)(=O)c2ccc3c(c2)CC(C)N3C(=O)C2CCC2)CC1 (stereo not given)	-1%	-34*	1.2%	5	-13	-1	-13%	12	-8%
CCOC(=O)CSC1=C(C#N)C(=O)NC2(CCCCC2)S1	-2%	11	-0.1%	2	7	2	5%	1	0%
CC1(C(=O)O)Cc2ccccc2C(=O)O1 (stereo not given)	-3%	-3	1.9%	-13	14	17	1%	-1	-5%
Cc1ccc(C(=O)NCC(=O)N(C)Cc2ccc(Cl)cc2Cl)s1	-1%	19	0.3%	-13	-6	9	4%	0	5%
Cc1ccc(Cl)cc1N1CCN(C(=O)c2ccc(C)c(-n3c(C)nc4cccnc43)c2)CC1	-6%	-32*	-0.7%	-64*	3	5	7%	69*	-13%
C#CCOCCOCCOCCNc1nc(N2CCN(C(=O)[C@H]([C@@H](C)CC)n3cc([C@@H](N)CO)nn3)CC2)nc(N2CCN(C(=O)[C@H]([C@@H](C)CC)n3cc([C@@H](N)CO)nn3)CC2)n1	nt	-3	1.7%	nt	0	21	nt	5	nt
CC1CC(C)CN(C(=O)c2ccc(S(=O)(=O)N3CCCCC3)cc2)C1 (stereo not given)	-4%	-3	-0.8%	-4	-4	nt	-7%	2	1%
COc1ccc(CCNC(=O)C2CCCN(S(=O)(=O)c3ccc(OC)cc3)C2)cc1 (stereo not given)	-4%	6	-2.0%	10	-9	nt	-5%	0	2%
Cn1c(=O)[nH]c2c(Cl)nccc21	-4%	5	?	9	1	-1	2%	5	-5%
COc1ccc(-c2[nH]ncc2CN2CCCN(c3ccccc3)CC2)c(F)c1	-5%	-25	-3.0%	-18	1	-7	18%	8	-1%
CCn1nnnc1SCC(=O)c1ccc2c(c1)OCCO2	1%	-1	1.9%	-6	-2	20	2%	1	-2%
COc1ccc(C2C(C#N)=C(N)OC3=C2C(=O)CC(C)(C)C3)cc1 (stereo not given)	-3%	2	-2.1%	1	2	2	3%	3	4%
COc1ccc(Cl)cc1NC(=O)CCn1c(=O)c2cccn2c2ccccc21	-2%	-35*	-0.8%	-8	-4	6	-9%	6	-4%

The closing 7 compounds of the section before open the next one.
SMILES	GRP78 ERSR act	D1 antag	RXFP1 agonist	RXFP1 antag	D1 PAM	D2 potentiator	Vif-A3F inh	D1 agonist	Vif-A3G inh
CC1CC(C)CN(C(=O)c2ccc(S(=O)(=O)N3CCCCC3)cc2)C1 (stereo not given)	-4%	-3	-0.8%	-4	-4	nt	-7%	2	1%
COc1ccc(CCNC(=O)C2CCCN(S(=O)(=O)c3ccc(OC)cc3)C2)cc1 (stereo not given)	-4%	6	-2.0%	10	-9	nt	-5%	0	2%
Cn1c(=O)[nH]c2c(Cl)nccc21	-4%	5	?	9	1	-1	2%	5	-5%
COc1ccc(-c2[nH]ncc2CN2CCCN(c3ccccc3)CC2)c(F)c1	-5%	-25	-3.0%	-18	1	-7	18%	8	-1%
CCn1nnnc1SCC(=O)c1ccc2c(c1)OCCO2	1%	-1	1.9%	-6	-2	20	2%	1	-2%
COc1ccc(C2C(C#N)=C(N)OC3=C2C(=O)CC(C)(C)C3)cc1 (stereo not given)	-3%	2	-2.1%	1	2	2	3%	3	4%
COc1ccc(Cl)cc1NC(=O)CCn1c(=O)c2cccn2c2ccccc21	-2%	-35*	-0.8%	-8	-4	6	-9%	6	-4%
COc1cc(/C=C2/C(=N)N3OC(C)=CC3=NC2=O)ccc1OCCOc1ccc(C)cc1	-1%	nt	6.9%	-10	nt	nt	5%	nt	1%
O=C(O)CCC(=O)c1ccc2c(c1)CCCC2	0%	3	0.1%	-6	10	nt	-12%	3	0%
CCOC(=O)c1cc2c(=O)n3ccccc3nc2n(CC2CCCO2)c1=NC(=O)c1cccc(C(F)(F)F)c1 (stereo not given)	-2%	-13	?	nt	1	nt	-2%	-1	0%
CC(=O)c1ccc(NC(=O)c2nc3ccccc3nc2N2CCCCC2)cc1	6%	2	0.7%	-17	-2	6	2%	6	-9%
Cc1ccc(CN(C(=O)COc2cccc([N+](=O)[O-])c2)c2ccccn2)cc1	1%	4	0.7%	nt	0	-5	0%	-1	-1%
Cn1nnc2c(NCc3ccco3)nccc21	0%	28	2.1%	2	3	0	-6%	1	0%
COc1ccc(OC)c(NC(=O)N2CCN(Cc3nc4ccc(C)cc4o3)CC2)c1	5%	-3	-0.3%	nt	0	5	7%	-2	0%
CCOC(=O)C1=C(CSc2nc(CC)c(C)cc2C#N)OC(N)=C(C#N)C1c1ccc(OC)cc1 (stereo not given)	-5%	4	-1.9%	5	-1	-1	0%	7	-3%
Cc1ccc(N=Nc2cc(C)ccc2O)c(C)c1	10%	0	0.5%	4	15	6	-9%	4	3%
COc1ccc(CNC(=O)Cn2ccc3cc(S(=O)(=O)N4CCCCC4)ccc32)c(OC)c1	-4%	4	0.4%	3	-2	2	3%	-1	0%
COc1cc(C2NC(=O)NC(C)=C2C(=O)OC2CCCC(C)C2)cc(Br)c1O (stereo not given)	-5%	38	-0.4%	-6	13	nt	4%	-3	-10%
CCN1CCN(CCNC(=O)c2ccc3c(c2)N(Cc2cccc(Cl)c2)C(=O)c2ccccc2S3=O)CC1 (stereo not given)	-5%	11	-1.1%	2	-2	-1	-6%	1	1%
Cc1nn2c(=O)cc(CSc3nc4ccccc4[nH]3)nc2s1	0%	-5	0.5%	0	-6	15	0%	0	3%
CCC(NC(=O)CCc1c(C)c2cc3c(-c4ccccc4)coc3cc2oc1=O)C(=O)O (stereo not given)	-8%	8	0.4%	1	-4	1	2%	1	-11%

This is a subset; rates above refer to the full screens.
